# Compound activity as filed in PubChem BioAssay.
# DAX1 inh-1: inhibitors of human orphan nuclear receptor DAX1 (NR0B1) | inhibition, % at 6.75 µM | hit rate 0.99% among 340,000 | HEK293 Gal4-DAX1 luciferase reporter, luminescence | AID 504766;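 active means inhibition above the mean over all tested compounds plus 3 SD, cut at about 4.2% in these data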;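 further: 0% = DAX1-transfected cells with DMSO and 100% = empty-vector control cells with DMSO; inhibition shows as a rise in luminescence from relieved DAX1 repression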
# Target sequence (P51843 207-470 limits assumed): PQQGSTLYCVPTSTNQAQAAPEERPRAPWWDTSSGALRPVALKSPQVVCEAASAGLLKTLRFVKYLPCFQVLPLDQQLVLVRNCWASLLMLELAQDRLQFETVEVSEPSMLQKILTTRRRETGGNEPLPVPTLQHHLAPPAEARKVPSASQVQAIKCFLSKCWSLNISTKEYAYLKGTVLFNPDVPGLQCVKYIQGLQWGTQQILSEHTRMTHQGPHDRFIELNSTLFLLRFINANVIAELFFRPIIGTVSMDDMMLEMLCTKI
# FXN GAA850 act: frataxin GAA850 promoter activation. HEK293 lucGAA850 FXN promoter luciferase reporter, 24 h; percent of 10 µM SAHA response. activation, % at 6 µM. hit rate 0.56% among 360,000;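 active means activation above the average of all compounds screened plus 3 SD, cutoff fixed separately per campaign, cut at about 7.5% in these data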;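 further: 0% = DMSO wells and 100% = 10 µM SAHA wells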
# SMARCA2 activ: increases SMARCA2 function in MMTV reporter cells; MG213 cells, MMTV-luciferase reporter, dexamethasone, overnight; activation, % at 9.1 µM; hit rate 1% among 370,000; AID 652017; in the data active means activation above about 7.8%;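 further: 0% = vehicle wells and 100% = reference activator wells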
# ADAM17 inh: inhibitors of human ADAM17. hit rate 0.83% among 370,000. inhibition, % at 6.95 µM. recombinant ADAM17, EDANS/DABCYL FRET peptide cleavage. P78536;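 active means inhibition above the mean of compounds lying between control limits plus 3 SD, set per campaign, cut at about 8.5% in these data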;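 further: 0% = DMSO-only wells as the low control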
# hgDAF12 agonist: activates the H. glycines DAF-12 receptor ligand-binding domain. hit rate 1.8% among 370,000. activation, % at 6.8 µM. AID 687014. HEK293 GAL4-hgDAF12 UAS-luciferase reporter, agonist luminescence; normalized to butyrate control;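 active means activation above a cutoff set at the mean of all screened compounds plus 3 SD, cut at about 10% in these data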;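 further: 0% = DMSO wells and 100% = sodium butyrate wells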
# DAX1 inh-2: DAX1 (NR0B1) inhibition, primary screen | HEK293T StAR-luciferase reporter, SF-1/DAX-1 repression relief | inhibition, % at 6.8 µM | hit rate 1.1% among 370,000 | AID 652010;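 active means inhibition above the mean over all tested compounds plus 3 SD, cut at about 3.6% in these data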;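 further: 0% = DAX-1 cells with DMSO and 100% = cells lacking DAX-1 with DMSO; higher inhibition means more luminescence from relief of DAX-1 repression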
# ssDAF-12 act: S. stercoralis DAF-12 activation, primary screen | HEK293 ssDAF-12/GRIP1 lit1-tk-luc reporter, luminescence; % of 3 µM dafachronic acid response | activation, % at 6.8 µM | hit rate 1% among 370,000 | AID 652126;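 active means activation above the mean over all tested compounds plus 3 SD, cut at about 0.9% in these data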;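 further: 0% = DMSO-only wells and 100% = 3 µM delta7-dafachronic acid wells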
# PG9 Ab binder: small molecules binding HIV-1 gp120 antibody PG9. AID 624416. TR-FRET gp120-PG9 antibody binding. hit rate 0.43% among 360,000. inhibition, % at 6.7 µM; in the data active means inhibition above about 8.5%
# hcDAF12 agonist: H. contortus DAF-12 activation, primary screen; HEK293 hcDAF-12 lit1-tk-luc reporter, luminescence; 0% DMSO, 100% Δ7-dafachronic acid; activation, % at 6.8 µM; hit rate 1.4% among 370,000;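 active means activation above the mean of all tested compounds plus 3 SD, cut at about 5.5% in these data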;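 further: 100% = response to 3 µM Δ7-dafachronic acid high control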
# ADAM10 inh: ADAM10 inhibition, QFRET primary screen | inhibition, % at 7 µM | hit rate 0.62% among 370,000 | recombinant ADAM10, EDANS/DABCYL FRET peptide cleavage, 3 h | AID 720582;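 active means inhibition above a per-campaign cutoff equal to the mean of compounds falling between control-based bounds plus 3 SD, cut at about 20% in these data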;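 further: 0% = DMSO wells while the 100% control is not disclosed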
# Target sequence (O14672 214-748 limits assumed): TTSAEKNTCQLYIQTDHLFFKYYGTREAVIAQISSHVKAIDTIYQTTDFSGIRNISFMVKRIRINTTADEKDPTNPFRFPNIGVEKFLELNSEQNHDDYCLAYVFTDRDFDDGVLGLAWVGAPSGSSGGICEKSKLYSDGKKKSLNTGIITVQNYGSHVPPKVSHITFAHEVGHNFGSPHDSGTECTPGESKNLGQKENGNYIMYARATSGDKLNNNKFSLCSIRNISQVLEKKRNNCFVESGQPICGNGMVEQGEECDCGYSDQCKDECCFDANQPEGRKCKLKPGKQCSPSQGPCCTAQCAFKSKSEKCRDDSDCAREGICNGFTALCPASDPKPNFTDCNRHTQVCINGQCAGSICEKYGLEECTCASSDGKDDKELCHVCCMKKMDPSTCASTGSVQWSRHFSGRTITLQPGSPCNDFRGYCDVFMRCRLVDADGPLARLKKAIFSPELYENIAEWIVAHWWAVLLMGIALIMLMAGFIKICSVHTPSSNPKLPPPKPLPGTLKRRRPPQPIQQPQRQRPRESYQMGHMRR
# GC-A act: GC-A (human) enzyme activation | hit rate 0.14% among 370,000 | activation, % at 10 µM | P16066 | HEK293 GC-A cells, cGMP TR-FRET, EC30 ANP; 0% at EC30 ANP, 100% saturating ANP | AID 1671463; in the data active means activation above about 40%
# * marks the source's active call; other numbers are inactive results; · = not tested or not shown.
SMILES,DAX1 inh-1,FXN GAA850 act,SMARCA2 activ,ADAM17 inh,hgDAF12 agonist,DAX1 inh-2,ssDAF-12 act,PG9 Ab binder,hcDAF12 agonist,ADAM10 inh,GC-A act
O=C(C1CC1)N1CCc2cc(S(=O)(=O)N(CCO)Cc3ccccc3)ccc21,-0.6,2.0,-5.0,-4.9,-1.4,-0.1,-1.5,-2.3,-1.6,-3.5,0.5
COc1ccc(CCNC(=O)CSc2nc3[nH]ncc3c(=O)n2-c2ccc(C)c(Cl)c2)cc1OC,0.6,-4.2,2.0,-0.5,0.1,-2.6,1.8*,0.2,2.2,-0.2,-0.7
COc1ccc(/C=C2\SC(=S)N(CCCC(=O)Nc3cccc(C(=O)O)c3)C2=O)cc1OC,0.6,-4.2,3.1,-1.1,0.5,0.3,-1.1,-3.9,3.7,4.6,-5.0
COc1ccc(N2CC(C(=O)Nc3ccc(F)cc3F)CC2=O)cc1 (centres undefined),1.9,0.8,2.3,-1.2,-0.6,0.1,-1.3,0.6,-1.0,10.2,3.5
CCCCN(C=O)c1c(CC)nc2c(OCc3ccc(C(F)(F)F)cc3)cccn12,·,0.9,-4.2,1.5,-1.4,-2.5,-1.9,-0.7,-2.5,4.9,1.8
COc1ccc(Oc2nc(C(F)(F)F)nc3ccccc23)cc1,0.4,3.6,-1.1,5.1,0.9,0.0,-1.2,1.4,-2.0,14.1,-0.5
Nc1cccc(NC(=O)CCC(=O)NCc2ccco2)c1,0.7,0.1,1.3,-4.2,-2.4,0.3,-0.7,-0.5,2.2,-5.2,-1.5
CN(CC(=O)Nc1cccc(F)c1)C(=O)CCNC(=O)c1ccco1,0.7,0.6,-1.8,-3.0,-2.1,-1.1,-1.9,-0.5,-0.7,2.4,4.9
COC(=O)C1CC(O)C(O)C(O)C1 (centres undefined),1.8,1.4,2.8,-2.4,-1.2,0.1,-0.4,-1.2,1.8,-3.6,0.5
COc1ccc(NS(=O)(=O)c2cccc(NC(=O)CCC(=O)c3ccc(Cl)cc3)c2)cc1,-2.1,2.8,-5.8,14.2*,-4.5,-1.9,-2.6,-3.0,-4.8,29.5*,-0.5
Oc1ccccc1N1CCN(C(=S)NCCc2ccccc2)CC1,-1.2,2.1,1.5,2.5,3.5,0.6,-0.7,-0.9,1.2,12.2,-2.2
COC(=O)[C@H](C)NC(=O)Nc1cccc(C(F)(F)F)c1,-0.8,-0.6,-3.1,1.7,1.6,0.1,-0.6,1.1,0.3,2.2,-5.5
CCS(=O)(=O)N1N=C(c2cccc(NS(C)(=O)=O)c2)CC1c1cccs1 (centres undefined),-0.1,0.5,-2.5,3.4,0.5,-3.5,-1.0,-0.2,0.1,-12.2,-1.0
CCSc1nnc(NC(=O)CCNS(=O)(=O)c2ccccc2F)s1,0.3,-0.8,-2.8,-2.7,4.9,0.4,-1.0,-2.3,-0.3,-1.0,-6.3
Cc1cc(C)c(NS(=O)(=O)c2ccccc2)c(C)c1NS(=O)(=O)c1ccccc1,-2.0,-0.2,-2.0,0.3,-1.5,-1.4,-0.6,-0.8,-0.4,-5.2,-1.2
CC1CCC(NC(=O)CNC(=O)c2cccs2)CC1 (centres undefined),1.9,0.2,4.5,-3.3,7.5,4.4*,-0.1,0.3,3.5,1.3,1.1
Cc1nc(-c2ccc(S(=O)(=O)N3CCN(c4ccccc4)CC3)cc2)co1,-0.2,-0.2,-3.2,-0.1,0.0,-1.1,-1.1,0.7,-0.4,-6.8,-0.1
COc1c(C(=O)Nc2ccc(Br)cn2)ccc2ccccc12,2.9,5.1,4.3,-2.1,4.3,-0.1,-0.5,1.0,0.9,-1.4,-2.9
CN(CC(=O)Nc1ccc(Cl)cc1)C(=O)CNC(=O)c1cccs1,-1.2,0.7,-0.2,0.2,3.6,-0.9,-0.2,1.7,0.2,-5.3,-0.1
Cc1ccc(C)c(N(CC(=O)NN=C2CCN(C)CC2)S(=O)(=O)c2ccccc2)c1,0.5,3.7,0.4,4.4,1.6,0.0,-0.5,-1.9,-2.9,8.2,-3.4
COc1ccccc1OP(=O)(O)Oc1ccccc1OC,-0.2,-0.2,3.9,-2.9,-1.7,-0.1,-1.5,-2.0,-0.5,13.3,-0.8
O=Cc1ccc(-c2ccc(F)cc2)o1,-0.6,1.1,1.5,-5.0,1.9,0.8,-0.9,0.6,0.2,-3.3,-1.6
O=C(Cc1ccc(Cl)cc1)Nc1ccc(C(=O)N2CCCCC2)cc1,-0.1,2.8,-3.2,6.4,-2.2,1.4,-1.5,-0.4,-0.9,-9.0,-1.6
COC(=O)/N=C(/Cc1ccc(OC)cc1)c1ccc(OC)cc1,1.4,1.1,0.3,0.8,2.8,0.1,-0.3,0.3,1.3,0.8,3.6
Cc1cc(-c2nc(C)c(-c3nnc(SCC(=O)Nc4ccc(Cl)cc4)n3C)s2)no1,·,-0.9,-2.9,-6.1,1.1,-0.6,-1.6,-0.1,-1.0,-1.0,-5.7
CCc1cccc(C)c1NC(=O)CSc1nc2ccncc2[nH]1,0.3,0.3,0.7,-0.2,3.2,-2.8,-1.3,0.4,-0.3,-11.3,-2.5
Cc1ccc(S(=O)(=O)CC(C)N2CCOCC2)c(S(=O)(=O)CC(C)N2CCOCC2)c1 (centres undefined),0.8,-0.3,-2.3,0.3,-1.4,-0.4,-1.4,-2.1,-0.5,-0.8,-2.4
O=C(c1ccccc1)N1N=C(c2ccccc2)CC1c1ccccc1[N+](=O)[O-] (centres undefined),0.9,2.2,2.4,0.9,3.5,0.6,-0.5,-3.3,2.0,6.5,-6.0
CCN(CC)S(=O)(=O)c1cccc(C(=O)Nc2cccnc2)c1,0.1,0.7,0.7,-2.4,-1.5,0.6,-1.3,-2.0,-2.6,1.5,3.0
CN(C)C(=O)/C(=C\c1ccncc1)NC(=O)c1ccccc1,-0.8,1.1,0.1,-7.1,-1.6,0.1,-1.0,0.3,-0.8,-14.7,3.2
O=C(NC1CCCCC1)C(c1cccnc1)N(C(=O)c1csnn1)C1CCCC1 (centres undefined),-0.3,-3.5,-3.0,-5.0,0.9,-0.2,-1.1,0.8,-0.4,0.5,0.2
O=C(CNC(=O)c1cccs1)c1ccc(Cl)cc1,0.8,4.2,8.8*,2.9,14.7*,2.3,0.7,4.1,5.3,5.7,5.4
CC(C)(Oc1ccc(Cl)cc1)C(=O)O,0.9,0.4,-0.9,-5.5,-3.5,-0.7,-2.1,-1.5,-2.7,-1.6,4.0
O=C(O)c1ccc(COc2ccccc2/C=C2/NC(=O)N(c3cccc(Cl)c3)C2=O)cc1,-0.3,1.8,-1.4,2.1,-1.1,0.1,-0.1,-0.8,-2.8,1.7,-4.4
COc1ccccc1C(=O)NCC(=O)N/N=C/c1cc(Br)ccc1OCc1ccccc1,-2.0,0.8,-2.0,6.4,-4.5,-0.5,-2.2,0.1,-4.6,14.1,-7.2
O=C1CCC(=O)N1CCSC(=S)N1CCOCC1,-1.5,2.1,-0.1,-0.3,-2.4,0.3,-1.3,-1.6,3.7,13.1,-2.6
COCc1cc(=O)[nH]c2c1c(-c1ccccc1)nn2C,0.9,0.0,-4.9,-12.5,-0.5,0.1,-1.7,0.5,0.6,-17.0,0.2
N/C(=N\OC(=O)c1cc(-c2ccccc2)nc2ccccc12)c1cccnc1,-1.3,2.1,-1.7,-1.0,4.5,0.5,-1.4,-0.9,0.6,0.0,9.1
O=C(COc1ccccc1)N1CCN(c2nnc(-c3ccccc3)c3ccccc23)CC1,-3.5,-1.7,-0.5,1.4,-2.4,-1.4,-2.0,-0.9,-2.9,-0.2,-2.6
O=C(CN(c1ccc(Cl)cc1)S(=O)(=O)c1ccc(Cl)c([N+](=O)[O-])c1)NCCc1ccccc1,-0.2,-1.0,-2.8,-4.2,-0.7,0.2,-0.8,1.4,-0.4,-1.7,-38.9

# Ordered by the number under PG9 Ab binder (falling): three of the compounds above
molecule	PG9 Ab binder
O=Cc1ccc(-c2ccc(F)cc2)o1	0.6
COCc1cc(=O)[nH]c2c1c(-c1ccccc1)nn2C	0.5
CCc1cccc(C)c1NC(=O)CSc1nc2ccncc2[nH]1	0.4

# (continued)
SMILES,DAX1 inh-1,FXN GAA850 act,SMARCA2 activ,ADAM17 inh,hgDAF12 agonist,DAX1 inh-2,ssDAF-12 act,PG9 Ab binder,hcDAF12 agonist,ADAM10 inh,GC-A act
CCCn1nc(C(=O)N2CCc3ccccc3C2)c2ccccc2c1=O,4.1,2.4,-0.3,-1.9,-0.8,-0.7,-1.9,-0.8,-1.7,2.4,6.8
COc1ccc(NC(=O)Nc2ccc(F)c(F)c2)c(OC)c1,0.7,4.5,5.0,2.6,0.1,-0.2,-1.6,-0.4,-2.1,6.8,-2.6
CCOc1ccccc1C(=O)NCCC(=O)O,-1.4,-0.3,0.3,-2.1,1.0,0.1,-1.3,-0.8,-0.4,2.5,3.9
O=C(Nc1ccc(NC(=O)C2CC2)nc1)c1cccc(F)c1,0.2,1.5,-3.5,-2.8,3.7,0.6,-0.8,2.2,-1.3,0.6,-1.2
Cc1c(C(C)C)c(=O)n(-c2ccc(S(=O)(=O)N3CCOCC3)cc2)n1C,0.0,0.7,-3.0,1.5,-0.1,0.2,-1.7,-2.0,-1.6,-3.1,1.3
Nc1nnc(SCC(=O)OCC(=O)NC2CCCCC2)s1,-0.1,-0.1,3.0,-0.7,-3.7,1.6,-1.0,0.5,-1.7,-1.9,1.7
COc1ccc(CNC(=O)CCn2c(=O)c3cccn3c3ccc(F)cc32)cc1,-0.2,4.6,0.4,-6.4,0.4,1.7,-1.3,-1.2,-0.2,-6.9,-11.2
CCOCCCNC(=S)Nc1ccc(S(N)(=O)=O)cc1,1.7,0.3,-3.0,2.9,2.1,0.5,-0.9,-1.5,0.4,1.2,-0.3
COCC(C)NC(=O)c1ccc(N(C)C)cc1 (centres undefined),1.0,2.0,0.7,-1.8,4.4,0.0,-0.4,-1.0,-0.3,-6.2,-1.1
CCN(CC)C(=O)c1sc(NC(=O)c2ccc(Br)o2)c(C(=O)OC)c1C,-1.1,1.9,-2.3,-1.7,0.4,0.1,-1.1,2.3,-0.5,-1.3,4.6
CSc1ccc(C(=O)C2CCCN(C(=O)c3nonc3C)C2)cc1 (centres undefined),-0.8,1.6,-2.0,-4.6,-1.0,-2.7,-1.5,-0.2,-1.3,-2.7,1.8
c1cnc(N2CCN(Cc3c[nH]c4ccccc34)CC2)nc1,0.1,2.9,-2.1,-8.3,-2.4,-0.7,-0.1,-3.7,3.2,-11.4,3.3
O=C(NCc1ccccc1F)C(=O)NCC1CCCN1S(=O)(=O)c1ccccc1 (centres undefined),1.1,-0.4,-2.2,-7.1,-1.1,-0.2,-1.0,1.4,-1.6,-3.8,-1.0
CCOC(=O)c1ccc(NS(=O)(=O)c2ccc(SC)cc2)cc1,1.1,2.6,-3.4,5.3,-1.3,-0.1,-1.5,3.1,1.2,1.9,14.3
CCOC(=O)C1=C[C@@H](c2ccccc2)N(S(=O)(=O)c2ccc(C)cc2)[C@H]1c1cccc(Cl)c1,·,·,-4.4,-1.2,-0.4,-1.2,-0.6,-0.4,-0.6,-2.4,-2.3
